KCNH2 3.1 inh: qHTS for Inhibitors of KCHN2 3.1: Mutant qHTS. Potassium voltage-gated channel subfamily H member 2, brain isoform KCNH2 3.1 (human). U2OS KCNH2 3.1, thallium flux FluxOr; stronger effect = lower value. activity change, % (tested at about 1.8 µM). hit rate 0.95% among 340,000. AID 720553, 2013;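 active means maximum activity change below -70%; inconclusive means maximum activity change from -70% to -50%; inactive means maximum activity change above -50%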;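 further: thallium influx rate constant from kinetic fluorescence after stimulation buffer; on the % scale 0 is the no-effect control and ±100 the full control effect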
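Kinetic fluorescence (2 min after stimulation buffer) measures Tl+ influx through KCNH2 3.1 expressed by viral transduction in U2OS cells; the rate constant is normalized against DMSO controls serving as positive and negative references.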
ELG1 repair inh: qHTS screen for small molecules that inhibit ELG1-dependent DNA repair in human embryonic kidney (HEK293T) cells expressing luciferase-tagged ELG1. Potency, µM (doses to about 46.1 µM), inactives show at the top dose activity change, negative = inhibition, actives largely listed as inhibitors. HEK293T ELG1-luciferase reporter, luminescence, 16 h; DNA damage induced by 5-fluorouridine. AID 504467, 2011. hit rate 2.3% among 330,000; further: potency means the concentration at half of the fitted maximal effect; on the % scale 0 is the no-effect control and ±100 the full control effect; nearly all actives have a fitted effect of over 55% in size
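Overnight (16 hr) co-exposure of 2,000 cells/well to 5-fluorouridine and compound at 37 °C preceded detection. Luciferase was quantified via ONE-Glo luminescence; loss of signal denotes inhibition.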
TSHR antag: Antagonists of the Thyroid Stimulating Hormone Receptor: HTS campaign; Thyrotropin receptor (Homo sapiens), P16473; TSHR-expressing cells, TSH-stimulated cAMP HTRF, 2 h; stronger effect = lower value; activity change, negative = inhibition, % at 11.5 µM; hit rate 0.2% among 330,000;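 active means activity change below a set negative limit, meaning inhibition stronger than a set level, cut at about -70% in these data; inconclusive means activity change between two set negative limits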; further: on the % scale 0 is the no-effect control and ±100 the full control effect
Target sequence (P16473 whole entry, looked up): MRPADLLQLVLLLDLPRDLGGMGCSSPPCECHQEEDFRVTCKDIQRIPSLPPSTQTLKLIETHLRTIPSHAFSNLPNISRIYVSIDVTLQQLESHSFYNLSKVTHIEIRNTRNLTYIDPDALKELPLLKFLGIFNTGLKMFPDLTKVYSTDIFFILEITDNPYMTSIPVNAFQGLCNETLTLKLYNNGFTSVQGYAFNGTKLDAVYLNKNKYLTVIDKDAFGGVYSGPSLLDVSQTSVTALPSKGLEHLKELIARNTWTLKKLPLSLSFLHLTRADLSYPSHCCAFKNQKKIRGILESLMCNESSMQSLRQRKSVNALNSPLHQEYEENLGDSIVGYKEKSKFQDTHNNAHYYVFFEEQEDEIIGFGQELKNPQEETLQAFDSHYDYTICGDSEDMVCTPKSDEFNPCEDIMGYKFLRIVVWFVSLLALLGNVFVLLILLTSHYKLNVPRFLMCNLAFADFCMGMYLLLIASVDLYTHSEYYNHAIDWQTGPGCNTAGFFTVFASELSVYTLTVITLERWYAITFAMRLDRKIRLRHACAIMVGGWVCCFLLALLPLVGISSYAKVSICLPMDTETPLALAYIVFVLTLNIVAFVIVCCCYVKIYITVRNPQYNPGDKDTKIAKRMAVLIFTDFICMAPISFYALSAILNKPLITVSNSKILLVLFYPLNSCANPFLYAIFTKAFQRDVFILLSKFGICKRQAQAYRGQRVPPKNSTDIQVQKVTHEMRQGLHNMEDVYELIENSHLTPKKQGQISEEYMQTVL
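Competitive HTRF cAMP read-out (cryptate anti-cAMP antibody, cAMP-d2; 30 min, room temperature) in freshly harvested TSHR cells. Compounds added before TSH at EC80 (4nM final), followed by 2 hours' incubation at 37 deg C.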
TCR act: Activators of T cell receptors: qHTS campaign | Potency, µM (top dose mostly 9.22 µM), inactives show at the highest dose activation of IL-2 secretion, usual class: activators | AID 504894, 2011 | 330,000 tested, under 10 active | primary human leukocytes, anti-CD3, IL-2 HTRF, 48 h; further: % of control where 0% means no effect
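48 hr co-incubation of compounds, a-CD3 beads and primary human leukocytes; IL-2 quantified homogeneously by HTRF with anti-IL-2 K and d2 conjugates.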
Eya2 inh: qHTS Assay for Inhibitors of the Phosphatase Activity of Eya2 | Protein phosphatase EYA2 (Homo sapiens), O00167 | recombinant Eya2, OMFP fluorescence dephosphorylation (OMFP is methylfluorescein phosphate) | Potency, µM (top dose mostly 76.9 µM), for the others: at the highest dose activity, negative = inhibition, actives largely listed as inhibitors | hit rate 0.006% among 330,000; further: potency means the concentration at half of the fitted maximal effect; on the % scale 0 is the no-effect control and ±100 the full control effect
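Eya2 protein (added as 0.2 uM solution) was preincubated with compound for 10 min at ambient temperature in 50 mM HEPES pH 7.5, 50 mM NaCl, 5 uM MgCl2, 0.05% BSA, 1 mM DTT. OMFP (added at 50 uM) then reacted 10 min; fluorescence read at 485/525 nm.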
USP2a inh: qHTS Assay for Inhibitors of Ubiquitin-specific Protease USP2a Using CHOP2 as the Reporter | USP2 core, Ub-CHOP2 coupled fluorogenic reporter, 485/531 | Ubiquitin carboxyl-terminal hydrolase 2 (Homo sapiens), O75604 | AID 463254, 2010 | hit rate 0.01% among 330,000 | Potency, µM (titrated, usually from 38.3 µM), for inactives: at the highest dose activity change, negative = inhibition, hits mostly inhibitors;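 further: potency means the concentration at half of the fitted maximal effect; plate controls were DMSO wells for no effect and full inhibition by NEM control for full effect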
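Deubiquitinase activity read as fluorescence (485/531 nm) after Ub-CHOP2 cleavage activates the enterokinase reporter on its substrate; USP2 core 10nM, Ub-CHOP2 and substrate 25nM each, 30min compound preincubation then 60min RT; data normalized to NEM, curves fitted.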
A-T KAP1 phos: qHTS Assay for Identifying a Potential Treatment of Ataxia-Telangiectasia; Potency, µM (series often up to 57.5 µM), for the others: top-dose activation, usual class: activators; hit rate 0.19% among 320,000; […] A-T fibroblasts, KAP-1 phosphorylation AlphaLISA; neocarzinostatin DNA damage 30 min before lysis; further: potency means the concentration at half of the fitted maximal effect; % of control where 0% means no effect; nearly all actives have a fitted effect of over 45% in size
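ATM-like activity read as KAP-1 phosphorylation via AlphaLISA donor/acceptor antibody pairs after lysis and 6 hr at 25C. Cells were ATM-null patient fibroblasts ([…], hTERT), dosed 60 min, then exposed to the DSB inducer NCS for 30 min.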
hERG WT inh: qHTS for Inhibitors of KCHN2 3.1: Wildtype qHTS; Voltage-gated inwardly rectifying potassium channel KCNH2 (Homo sapiens), Q12809; U2OS, BacMam KCNH2, thallium flux FluxOr; stronger effect = lower value; activity change, % at 1.84 µM; hit rate 0.37% among 340,000; AID 720551, 2013;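 active means maximum activity change below -70%; inconclusive means maximum activity change between -70% and -50%; inactive means maximum activity change above -50%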; further: on the % scale 0 is the no-effect control and ±100 the full control effect
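U2OS cells were transduced with wild-type KCNH2 virus (2.03 x 10^8 / mL) for 4 h at room temperature, then cultured overnight at 37 C. Thallium flux was read with FluxOr dye. Rate constants were normalized to DMSO controls.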
Mito fusion act: qHTS Assay for Small Molecule Inhibitors of Mitochondrial Division or Activators of Mitochondrial Fusion; S. cerevisiae fusion-defective mutant growth rescue, CellTiterGlo 48 h; Potency, µM (titrated, usually from 46.1 µM), without a hit: at the top dose growth rescue (activation), most hits filed as activators; hit rate 0.23% among 320,000; AID 485298, 2010;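 further: potency means the concentration at half of the fitted maximal effect; % of control where 0% means no effect; nearly all actives have a fitted effect of over 45% in size; temperature-sensitive fusion mutants such as fzo1-1 at 37 °C on non-fermentable ethanol glycerol medium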
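Growth-rescue viability read-out: after 48 h at the non-permissive 37C in glycerol/ethanol YPEG, yeast mitochondrial fusion mutants are measured by CellTiterGlo luminescence; compounds (23 nl pinned per well) restoring growth score as division inhibitors or fusion activators.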
TRPV1 ag: HTS Assay for Compounds that Act as Agonists of the Vanilloid Receptor 1. TRPV1-expressing cells, Fluo-8 calcium influx, agonist mode. activation, % at 8.33 µM. hit rate 0.19% among 320,000; in the data active means activation above about 80%; inconclusive means between about 30% and that limit; further: 0% is about no effect
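Cells expressing TRPV1 were dye-loaded with Fluo-8 and read kinetically: 10 s baseline, 3 min after compound (agonist portion), then 2 min after EC20 capsaicin (allosteric enhancer portion). Calcium-bound dye fluorescence at 480/520 nm.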
* marks the source's active call; other numbers are inactive results; [ ] = another dose, or the depositor's remark. Unless noted, the call rests on the fitted dose curve; in most records, active means well fitted curve in the direction sought with a large enough effect; inconclusive means small, poorly fitted or top-dose-only effect, or another doubt; inactive means no such curve, though single readings can be large; an effect the other way counts as inactive or inconclusive.

For Cc1cc(C)n(CCNC(=O)CC2C(=O)NCCN2Cc2ccc(C)o2)n1 (stereo not drawn) the results were KCNH2 3.1 inh -4, ELG1 repair inh 10%, TSHR antag 1, TCR act -3%, Eya2 inh -1%, USP2a inh 1%, A-T KAP1 phos 8%, hERG WT inh -18, Mito fusion act 4% and TRPV1 ag -5.
CC(=O)Nc1ccc(-c2nc(C)c(C(C)=O)n2O)cc1 was read as KCNH2 3.1 inh -15, ELG1 repair inh inconclusive, TSHR antag -4, Eya2 inh -9%, USP2a inh -5%, A-T KAP1 phos -1%, hERG WT inh 39, Mito fusion act 6% and TRPV1 ag 1.
CC1CN(c2ccc(C(F)(F)F)cc2[N+](=O)[O-])CCN1S(C)(=O)=O (stereo not drawn) was read as KCNH2 3.1 inh -1, ELG1 repair inh -1%, TSHR antag 13, TCR act 4%[46.1 µM], Eya2 inh 0%, USP2a inh -5%, A-T KAP1 phos -6%, hERG WT inh 21, Mito fusion act -1% and TRPV1 ag 4.
For CC1CN(C(=O)CSc2ncnc3sccc23)CC(C)O1 (stereo not drawn) the results were KCNH2 3.1 inh 0, ELG1 repair inh 14%, TSHR antag -6, TCR act -1%, Eya2 inh 7%, USP2a inh 3%, A-T KAP1 phos -2%, hERG WT inh 2, Mito fusion act -5% and TRPV1 ag 0.
`COc1ccccc1P(=O)(c1ccccc1)c1ccccc1NC(C)=O` (stereo not drawn) gave KCNH2 3.1 inh 45, ELG1 repair inh inconclusive, TSHR antag 5, TCR act 6%, Eya2 inh 0%, USP2a inh 1%, A-T KAP1 phos 11%, hERG WT inh -1, Mito fusion act 3% and TRPV1 ag 8.
For Cc1noc(C)c1C(=O)Nc1cc(Cl)ccc1N1CCOCC1 the results were KCNH2 3.1 inh -6, ELG1 repair inh 0%, TSHR antag 5, TCR act -4%, Eya2 inh 4%, USP2a inh 4%, A-T KAP1 phos -3%, hERG WT inh 18, Mito fusion act 3% and TRPV1 ag 5.
O=C(Nc1ccc2c(c1)OCO2)C1CC1(Cl)Cl (stereo not drawn) was read as KCNH2 3.1 inh 0, ELG1 repair inh inconclusive, TSHR antag 16, TCR act 2%, Eya2 inh 5%, USP2a inh 0%, A-T KAP1 phos 7%, hERG WT inh -8, Mito fusion act 1% and TRPV1 ag 0.
Screening CC1CCCC(N2CCN(C(=O)c3cccc(F)c3)CC2)C1 (stereo not drawn) returned KCNH2 3.1 inh 14, ELG1 repair inh 1%, TSHR antag 15, TCR act -6%, Eya2 inh -3%, USP2a inh inconclusive, A-T KAP1 phos 0%, hERG WT inh -12, Mito fusion act -2% and TRPV1 ag 0.
Screening CC(C)C[C@@H](CO)N1CCN(Cc2ccc(O)cc2)CCC1=O returned KCNH2 3.1 inh -5, TSHR antag -2, TCR act 5%, Eya2 inh 15%, USP2a inh -1%, A-T KAP1 phos -1%, hERG WT inh -19, Mito fusion act 2% and TRPV1 ag 1.
O=C(COc1ccc2c3c(c(=O)oc2c1)CCCC3)N[C@@H](Cc1ccccc1)C(=O)O was read as KCNH2 3.1 inh -1, ELG1 repair inh 18%, TSHR antag -3, TCR act 3%, Eya2 inh 14%, USP2a inh -1%, A-T KAP1 phos -1%, hERG WT inh -7, Mito fusion act 1% and TRPV1 ag -4.
Screening O=C(NC(NC(=S)Nc1ccccc1Cl)C(Cl)(Cl)Cl)c1cccc(Cl)c1 (stereo not drawn) returned KCNH2 3.1 inh -16, ELG1 repair inh inconclusive, TSHR antag -35, TCR act -2%[46.1 µM], Eya2 inh 0%, USP2a inh -1%, A-T KAP1 phos 9%, hERG WT inh 3, Mito fusion act -13% and TRPV1 ag 17.
`O=c1c2cc3ccccc3n2cnn1Cc1ccccc1F` gave KCNH2 3.1 inh 4, ELG1 repair inh 18%, TSHR antag -16, TCR act 5%[46.1 µM], Eya2 inh -16%, USP2a inh -3%, A-T KAP1 phos 24%, hERG WT inh -10, Mito fusion act 29% and TRPV1 ag -3.
CC1CCCCC1NC(=O)c1ccc2c(c1)[nH]c(=O)n2C1CCCC1 (stereo not drawn) was read as KCNH2 3.1 inh 5, ELG1 repair inh inconclusive, TSHR antag 4, TCR act -1%, Eya2 inh -7%, USP2a inh -2%, A-T KAP1 phos 4%, hERG WT inh 0, Mito fusion act 1% and TRPV1 ag -1.
Screening COc1cccc(C2(C)NC(=O)N(CC(=O)Nc3ccc(N4CCOCC4)cc3)C2=O)c1 (stereo not drawn) returned ELG1 repair inh -2%, TSHR antag 13, TCR act 2%[46.1 µM], Eya2 inh 0%, USP2a inh -2%, A-T KAP1 phos 9% and hERG WT inh -3.
For COc1ccc(/C=C/C(=O)Nc2ccc3nc4n(c(=O)c3c2)CCCC4)cc1 the results were KCNH2 3.1 inh 6, ELG1 repair inh inconclusive, TSHR antag -6, TCR act -9%, Eya2 inh 9%, USP2a inh 0%, A-T KAP1 phos 4%, hERG WT inh -6, Mito fusion act 6% and TRPV1 ag -3.
Screening CCCCCCC[C@@H](C/C=C/CCC(=O)N(C)C/C(=C/Cl)C/C(=C\C(=O)N1C[C@H](O)CC1=O)OC)OC returned KCNH2 3.1 inh -4, ELG1 repair inh inconclusive, TSHR antag 3, TCR act 7%, Eya2 inh -19%, USP2a inh -3%, A-T KAP1 phos -13% and hERG WT inh 0.
For CCOc1ccc(S(=O)(=O)N2CCN(C(=O)Cc3n[nH]c(=O)c4ccccc34)CC2)cc1 the results were KCNH2 3.1 inh 13, ELG1 repair inh 22%, TSHR antag -3, TCR act 3%, Eya2 inh 15%, USP2a inh 1%, A-T KAP1 phos 3%, hERG WT inh 0, Mito fusion act -4% and TRPV1 ag -3.
`Nc1ccc(Sc2cnn(-c3ccccc3)c(=O)c2Cl)cc1` gave KCNH2 3.1 inh -1, ELG1 repair inh 22%, TSHR antag -8, TCR act -5%, Eya2 inh -7%, USP2a inh -2%, A-T KAP1 phos 0%, hERG WT inh 6, Mito fusion act 8% and TRPV1 ag -7.
Screening O=[N+]([O-])c1cccc(/C=N\N=C2c3ccccc3-c3ccccc32)c1O returned KCNH2 3.1 inh 7, ELG1 repair inh -26%, TSHR antag -1, TCR act -11%[46.1 µM], Eya2 inh -8%, USP2a inh -1%, A-T KAP1 phos -4%, hERG WT inh -3, Mito fusion act inconclusive and TRPV1 ag -2.
C=CCn1c(SCC(N)=O)nnc1-c1ccccc1O was read as KCNH2 3.1 inh -8, ELG1 repair inh -7%, TSHR antag 15, TCR act -3%, Eya2 inh 3%, USP2a inh -1%, A-T KAP1 phos 0%, hERG WT inh -4, Mito fusion act 4% and TRPV1 ag -2.
For NC(=O)C1CC(O)CN1c1nc(CN2CCOCC2)nc2scc(-c3ccccc3)c12 (stereo not drawn) the results were KCNH2 3.1 inh -9, ELG1 repair inh 1%, TSHR antag 11, TCR act 1%, Eya2 inh 7%, USP2a inh 0%, A-T KAP1 phos -4%, hERG WT inh -2, Mito fusion act -5% and TRPV1 ag 1.
`O=C(CCNC(=O)c1ccc(Br)cc1)NCc1cccnc1` gave KCNH2 3.1 inh 0, ELG1 repair inh 15%, TSHR antag 25, TCR act 2%, Eya2 inh 10%, USP2a inh 2%, A-T KAP1 phos 4%, hERG WT inh -6, Mito fusion act 13% and TRPV1 ag 0.
Screening NC(=O)c1ccc(NC(=O)CC23CC4CC(CC(Br)(C4)C2)C3)cc1 returned KCNH2 3.1 inh -3, ELG1 repair inh 2%, TSHR antag -8, TCR act -3%, Eya2 inh 12%, USP2a inh -1%, A-T KAP1 phos -3%, hERG WT inh -22, Mito fusion act 6% and TRPV1 ag 27.
`COc1nc(N)c(S(=O)(=O)c2ccccc2C)cc1C#N` gave KCNH2 3.1 inh -21, ELG1 repair inh inconclusive, TSHR antag -1, TCR act -2%, Eya2 inh 9%, USP2a inh 0%, A-T KAP1 phos 1%, hERG WT inh 1, Mito fusion act -8% and TRPV1 ag 9.

This is a subset. The share of hits here may be higher or lower than overall.
